Screening results: PubChem BioAssay, Broad Institute
ERp5 inh – inhibitors of ERp5-driven insulin aggregation, primary screen, biochemical, turbidity, absorbance 650 nm, single point | 90 min | inhibition, % at 9.99 µM | 0.05% of 350,000 active | AID 651711, 2012;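 active means mean replicate inhibition above about 25%, with every replicate also reaching it, limit read from the data, passing the limit was not always enough; inconclusive means only one of those two criteria met; inactive means neither criterion met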
Target sequence (Q15084 whole entry, looked up): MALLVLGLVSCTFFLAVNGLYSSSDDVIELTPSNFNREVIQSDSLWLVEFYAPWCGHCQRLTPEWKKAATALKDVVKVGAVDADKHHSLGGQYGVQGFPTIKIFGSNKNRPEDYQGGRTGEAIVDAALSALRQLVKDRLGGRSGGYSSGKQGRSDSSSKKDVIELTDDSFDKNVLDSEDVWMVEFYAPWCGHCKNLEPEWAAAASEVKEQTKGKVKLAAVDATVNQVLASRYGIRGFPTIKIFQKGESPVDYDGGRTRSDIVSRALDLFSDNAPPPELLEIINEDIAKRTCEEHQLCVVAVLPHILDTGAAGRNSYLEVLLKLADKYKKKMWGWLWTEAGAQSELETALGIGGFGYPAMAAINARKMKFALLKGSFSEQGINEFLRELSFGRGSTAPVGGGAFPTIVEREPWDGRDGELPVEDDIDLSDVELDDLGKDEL
CASP6 VEID inh – human caspase-6 inhibitors, primary screen, biochemical, VEID-R110 fluorescence, single point, set 2 | 0.53% of 350,000 active | purified caspase-6, Z-VEID-R110 cleavage fluorescence | P55212 | inhibition, % at 12.5 µM;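 active means mean inhibition across replicates at least about 35%, with every replicate also reaching that limit, limit read from the data; inconclusive means only one of the two criteria met; inactive means neither criterion met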;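 further: 0% = median of neutral control wells and 100% = no fluorescence left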
Target sequence (P55212 24-179 limits assumed): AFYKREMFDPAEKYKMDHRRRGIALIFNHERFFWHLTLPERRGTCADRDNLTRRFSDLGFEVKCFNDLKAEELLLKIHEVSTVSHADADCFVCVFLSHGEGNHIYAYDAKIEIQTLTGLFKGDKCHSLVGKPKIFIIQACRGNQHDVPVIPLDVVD
Target sequence (P55212 194-293 limits assumed): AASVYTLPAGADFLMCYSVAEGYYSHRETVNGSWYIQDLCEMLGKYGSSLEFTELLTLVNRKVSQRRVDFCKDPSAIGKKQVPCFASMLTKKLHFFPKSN
miR122 inh – miR-122 Renilla sensor signal increase in Huh7, primary screen, miR-122 inhibitor project, cell-based, single point, plate reader | Huh7 miR-122 Renilla luciferase sensor, 48 h; neutral wells = 0, positive control = 100 | activation (reporter increase), % at 12.5 µM | 0.3% of 340,000 active | AID 602342, 2012;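 active means mean replicate activation score at least 90 and every replicate individually at or above 90; inconclusive means only one of the two criteria met; inactive means neither criterion met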;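 further: higher luciferase means less miR-122 activity so hits act as miR-122 inhibitors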
F508del corr – F508del CFTR correction, initial screen, CFBE line, single point | CFBE cells, YFP halide quenching; stimulated with forskolin plus potentiator P3; % fluorescence drop versus neutral controls | 0.36% of 350,000 active | AID 720511, 2013 | activity (quench increase), % at 7.58 µM;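 active means mean added fluorescence quench of at least 8% versus neutral control, with both replicates also reaching 8%; inconclusive means only one of the mean or replicate conditions met; inactive means mean below 8% and not both replicates reaching 8%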;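 further: cells transiently co-express mutant CFTR-F508del with the halide-sensitive YFP; corrector assay measuring rescue of mutant channel to the surface after 24 h compound exposure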
ERAP1 HTS inh – human ERAP1 aminopeptidase inhibitors, primary screen, biochemical, single point, plate reader | recombinant ERAP1, Leu-AMC fluorescence, 60 min | 0.15% of 340,000 active | inhibition, % at 10.7 µM | AID 652197, 2013;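 active means mean replicate inhibition of at least 30%, or all replicates individually reaching that 30% level; inactive means mean below 30% and not every replicate reaching it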;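 further: 0% = neutral control wells and 100% = L-leucinethiol positive control wells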
DENV2 CPE – inhibitors of DENV2 cytopathic effect, primary screen, cell-based, plate reader, single concentration. AID 651640, 2012. 1.7% of 350,000 active. CPE inhibition, % at 9.99 µM. DENV2-infected cells, cytopathic effect rescue; in the data active means CPE inhibition above about 20%, passing the limit was not always enough; inconclusive means no clear call, values can overlap the other calls; tested in BHK-21 cells;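 further: 0% = median of neutral control wells and 100% = median of positive control wells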
SIRT5 inh – SIRT5 desuccinylase inhibitors, primary screen, biochemical, fluorescence imaging, single point, set 5; AID 652115, 2013; 1.1% of 330,000 active; Purified SirT5, succinyl-peptide AMC, trypsin-coupled fluorescence; inhibition, % at 15 µM; in the data active means inhibition above about 15%; inconclusive means no clear call, values can overlap the other calls
Target sequence (Q9NXA8 whole entry, looked up): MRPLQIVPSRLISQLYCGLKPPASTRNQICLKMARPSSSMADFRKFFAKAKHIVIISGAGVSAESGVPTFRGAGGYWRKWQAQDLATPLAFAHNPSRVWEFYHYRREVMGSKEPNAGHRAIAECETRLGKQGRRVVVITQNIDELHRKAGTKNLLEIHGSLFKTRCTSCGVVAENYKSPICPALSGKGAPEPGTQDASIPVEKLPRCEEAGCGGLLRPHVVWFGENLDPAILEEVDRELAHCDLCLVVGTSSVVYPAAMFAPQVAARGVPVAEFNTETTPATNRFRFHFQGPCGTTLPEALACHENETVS
* hit, by the source's call; ? = inconclusive; . = no result given; [ ] = dose if it differs, or a comment.

SMILES	ERp5 inh	CASP6 VEID inh	miR122 inh	F508del corr	ERAP1 HTS inh	DENV2 CPE	SIRT5 inh
N=C1C(c2ccccc2)=C(O)CN1c1cccc(S(=O)(=O)N2CCOCC2)c1	-2	9	-19	-0.3	-5	4	.
O=C(C[C@@H]1C[C@@H]2c3cc(NS(=O)(=O)c4ccc(F)cc4)ccc3O[C@@H]2[C@@H](CO)O1)NC1CCCC1	-1	-1	-1[16.7 µM]	0.9	-1	14	-3
Cc1oc(C)c(C(=O)O)c1C(=O)O	-6	5	0	1.1	-2	?	-4
C[C@H](CO)N1C[C@H](C)[C@H](CN(C)Cc2ccc3c(c2)OCO3)OCCCC[C@H](C)Oc2ccc(NC(=O)Nc3ccc4c(c3)OCO4)cc2C1=O	-2	1	5[16.7 µM]	0.8	-3	-8	1
O=C(CN(C(=O)c1csnn1)c1cccc(C(F)(F)F)c1)NC1CCCC1	-4	-2	.	-0.2	4	4	-2
CC(C)Cc1ccc(CN2CCCC(NC(=O)CSc3nncn3C)C2)cc1 (stereo not given)	1	1	5	-1.4	2	11	1
CCN(CC)CC(=O)Nc1ccc([N+](=O)[O-])cc1	8	-1	-3	-1.5	11	4	-1
O=C(CCSc1ccc(Cl)cc1)NC1CCCC1	0	2	8	-1.0	-2	-4	1
CCCc1cc(=O)[nH]c(SCC(=O)Nc2nc3ccc(OCC)cc3s2)n1	1	.	.	5.3	0	3	-3
O=C(N/C(=C\c1ccc([N+](=O)[O-])cc1)C(=O)N1CCOCC1)c1ccccc1	-4	0	.	0.5	1	12	3
CN(C)CC(=O)N[C@@H]1C[C@@H]2O[C@@H](CO)CC[C@@H]2O[C@@H]1CCc1ccc(C2=CCCCC2)cc1	3	-2	.	1.6	8	2	-6
C[C@H]1CCCCO[C@H](CN(C)S(=O)(=O)c2cccs2)[C@@H](C)CN([C@@H](C)CO)C(=O)c2cc(NS(=O)(=O)c3cn(C)cn3)ccc2O1	-4	3	7[16.7 µM]	0.1	2	-4	-6

Some of these compounds in order of their number in F508del corr, ascending.
SMILES,ERp5 inh,CASP6 VEID inh,miR122 inh,F508del corr,ERAP1 HTS inh,DENV2 CPE,SIRT5 inh
CCN(CC)CC(=O)Nc1ccc([N+](=O)[O-])cc1,8,-1,-3,-1.5,11,4,-1
C[C@H]1CCCCO[C@H](CN(C)S(=O)(=O)c2cccs2)[C@@H](C)CN([C@@H](C)CO)C(=O)c2cc(NS(=O)(=O)c3cn(C)cn3)ccc2O1,-4,3,7[16.7 µM],0.1,2,-4,-6
C[C@H](CO)N1C[C@H](C)[C@H](CN(C)Cc2ccc3c(c2)OCO3)OCCCC[C@H](C)Oc2ccc(NC(=O)Nc3ccc4c(c3)OCO4)cc2C1=O,-2,1,5[16.7 µM],0.8,-3,-8,1
Cc1oc(C)c(C(=O)O)c1C(=O)O,-6,5,0,1.1,-2,?,-4
CCCc1cc(=O)[nH]c(SCC(=O)Nc2nc3ccc(OCC)cc3s2)n1,1,.,.,5.3,0,3,-3

(further entries)
SMILES	ERp5 inh	CASP6 VEID inh	miR122 inh	F508del corr	ERAP1 HTS inh	DENV2 CPE	SIRT5 inh
COc1ccc(/C=C(\C#N)c2cc(OC)c(OC)cc2[N+](=O)[O-])cc1	1	-4	1	1.0	0	3	-4
CCOc1ccc(CCNC(=O)C2CC=CCC2C(=O)OC(C)C)cc1OCC (stereo not given)	1	.	.	-0.9	6	-5	1
Cc1ccc(C2=NN(CCC(=O)NC3CCCC3)C(=O)CC2)cc1	-2	0	3	-0.2	-2	-8	-4
C[C@@H]1CN([C@@H](C)CO)C(=O)Cc2cc(NC(=O)C3CCCCC3)ccc2O[C@H]1CN(C)CC1CCCCC1	-4	1	-2[16.7 µM]	-0.4	2	18	0
Nc1ccc(F)c(CN2CCN(c3ncc(Cc4ccccc4)cn3)CC2)c1	3	-3	.	1.0	-3	1	1
O=[N+]([O-])c1ccc(NNS(=O)(=O)c2cc(Cl)ccc2Cl)nc1	1	2	.	-0.2	3	-8	9
O=C(Nc1cc(F)cc(F)c1)c1sc(Cl)nc1-c1ccccc1	-1	-2	-9	-0.5	1	68*	-2
CC1CCN(C(=O)c2ccc([N+](=O)[O-])o2)CC1	3	4	-8	-0.9	-2	-3	-3
COc1ccc(C(C)=O)cc1CN1C(=O)NC2(CCCC2)C1=O	1	2	3	0.3	-3	-1	0
COc1cc(C(=O)NCC(c2ccco2)N2CCc3ccccc32)cc(OC)c1OC (stereo not given)	-9	2	15	0.7	-2	92*	-1
N#Cc1ccc(S(=O)(=O)N2CCN(Cc3cccs3)CC2)cc1	-4	1	-3	1.3	-2	?	1
COC(=O)c1ccc(COn2nnc3ccccc32)cc1	-17	0	-2	-5.1	11	-3	-1
CS(=O)(=O)N(CC(=O)N1CCN(Cc2ccccc2)CC1)c1ccccc1Br	0	1	-3	0.2	-2	-3	3
CCOC(=O)C1CCN(C(C(=O)NC2CCCC2)c2ccc(C)cc2)CC1 (stereo not given)	-2	0	1	0.3	-5	14	-1
Cc1ccc(NC(=O)CCC(=O)NNC(=O)COc2ccccc2)cc1C	-4	1	-2	.	-1	1	-1
Cc1ccc(NC(=O)COC(=O)[C@H](C)N2C(=O)C3CC=CCC3C2=O)cc1S(=O)(=O)N(C)C (stereo not given in full)	0	-1	.	-8.2	0	1	-2
Cn1c(=O)[nH]c(=O)c2c1nc(CN1CCN(Cc3ccccc3)CC1)n2CC(N)=O	-5	-1	-6	-0.7	4	-7	-3
CCOc1ccc2cc(C(=O)c3ccccc3)c(=O)oc2c1	-6	-4	13	0.3	-2	.	-5
CC(NC(=O)C1CCN(S(=O)(=O)c2ccc3c(c2)NC(=O)CO3)CC1)c1ccccc1 (stereo not given)	1	4	1	0.4	-2	-2	-6
C[C@H]1CN([C@@H](C)CO)S(=O)(=O)c2ccc(C#CC3CC3)cc2O[C@@H]1CN(C)Cc1ccccc1F	2	0	59[16.7 µM]	0.4	-3	-10	17*
O=C(CN1CCN(c2ccc(O)cc2)CC1)Nc1cc(S(=O)(=O)N2CCCC2)ccc1Cl	0	2	.	3.6	0	14	-5
O=C(COc1c(Br)cc(Br)c2cccnc12)N1CCc2ccccc2C1	0	8	-4	1.8	3	.	-7
O=C([C@H]1O[C@@H](n2ccc(=O)[nH]c2=O)[C@H](O)[C@@H]1O)N1CCSC1	-2	-2	5	-0.6	0	-1	-3
CCOc1ccc(C(=O)O)cn1	-2	-1	4	0.6	1	13	-1
Cc1ccc(S(=O)(=O)N(CCO)Cc2ccccc2)cc1	2	1	12	-1.5	1	6	0
COc1ccccc1NC(=O)N1CCCC(CNC(=O)c2ccccc2Cl)C1 (stereo not given)	0	-3	-2	-0.5	-1	-7	-3
C[C@H]1CN([C@@H](C)CO)S(=O)(=O)c2ccc(-c3ccc(F)cc3)cc2O[C@H]1CN(C)C	2	-4	2[16.7 µM]	-1.5	0	-13	-3
CC(C)(COC(=O)c1ccccc1)N1CC2CCC(C1)O2	8	-4	.	-3.5	-1	-6	0
C[C@@H]1CN([C@@H](C)CO)C(=O)c2cc(NC(=O)Nc3ccc4c(c3)OCO4)ccc2O[C@@H](C)CCCCO[C@H]1CN(C)C	3	-5	2[16.7 µM]	-1.2	-1	2	5
O=C(O)c1ccccc1N(Cc1ccccc1)C(=O)COc1ccccc1	-3	11	-1	1.0	0	-4	.
Cn1c(N)c(C(=O)COC(=O)CNC(=O)c2ccccc2F)c(=O)n(C)c1=O	5	-1	-2	-0.7	-3	-2	-8
COc1ccc2c3c([nH]c2c1)[C@H](CO)N(C(=O)c1ccc(F)cc1)CC31CCN(C(=O)Nc2cccc(F)c2)CC1	66*	2	.	-1.7	5	6	1
Cc1ccc(CN2CCN(Cc3cccn3-c3nccs3)CC2CCO)cc1 (stereo not given)	3	3	.	-0.9	.	.	-8
Cc1ccccc1N(CC(=O)NC1CCCC1)C(=O)C1(C)CC(=O)N=C2C=CC(Cl)=CN21 (stereo not given)	0	-4	.	-1.8	5	3	4
O=C(O)c1cccc(Cn2c(Cl)c(/C=N/NC(=O)c3ccccc3O)sc2=O)c1	-2	11	4	0.0	5	1	4
COCCn1c(SCC(=O)N2CCOCC2)nnc1-c1ccco1	0	8	0	-4.2	5	-4	0
COc1ccc2c3c([nH]c2c1)[C@@H](CO)N(C)CC31CN(C(=O)C2CC2)C1	-6	1	.	1.3	4	2	0
COC(C(=O)N1CCC(n2nccc2NC(=O)C2CC2)CC1)c1ccccc1 (stereo not given)	-5	-2	2	0.8	0	-4	-3
COc1cc(Cl)c(CNC[C@H]2O[C@@H](n3cnc(C(N)=O)n3)[C@H](O)[C@@H]2O)c(Cl)c1O	0	3	-6	-2.8	2	-6	.
Cc1ccsc1C(=O)NC1CCCN(Cc2ccc(Cl)cc2)C1 (stereo not given)	-3	-1	7	-1.5	-2	?	-1
CCCNC(=O)N(C)C[C@H]1Oc2cc(-c3cncnc3)ccc2S(=O)(=O)N([C@H](C)CO)C[C@H]1C	-3	3	3[16.7 µM]	-2.5	0	7	-10
Cc1ccc(SCCC(=O)Nc2cc(C)on2)cc1	1	6	-3	-3.3	-1	7	-2
O=C(NCCCNC(=O)c1ccco1)c1ccc(F)cc1	0	-3	.	0.5	3	0	0
C=CCNC(=O)[C@H]1[C@@H]2C(=O)O[C@@H](c3ccccc3)[C@@H](c3ccccc3)N2[C@@H](c2ccc(OCCO)cc2)[C@]12C(=O)N(C(=O)OCCOC)c1ccc(C#Cc3ccc(OC)cc3)cc12	-2	0	.	-2.2	6	23*	-1
C[C@@H]1CN([C@H](C)CO)C(=O)c2cc(NS(=O)(=O)c3cccs3)ccc2O[C@@H](C)CCCCO[C@@H]1CN(C)C(=O)NC1CCCCC1	-1	2	4[16.7 µM]	1.5	-5	10	-1
Cc1ccc(SCC(=O)NNC(=O)CCS(=O)(=O)c2ccc(C)cc2)cc1	8	-4	.	-4.4	-1	-4	-5
Cc1nnc(SCC(=O)Nc2sc3c(c2C(N)=O)CCC(C)C3)[nH]c1=O (stereo not given)	4	10	.	0.9	10	-2	-1
CNC[C@@H]1OCCCC[C@H](C)Oc2ccc(NC(=O)NC(C)C)cc2C(=O)N([C@H](C)CO)C[C@@H]1C	-2	-4	-2[16.7 µM]	-0.9	4	3	3
COc1ccccc1CNC(=O)Cn1nc(C(F)(F)F)cc1C	9	-1	-6	0.7	4	-6	0
O=C(C[C@H]1C[C@@H]2c3cc(NC(=O)Nc4ccccc4)ccc3O[C@@H]2[C@H](CO)O1)NCC1CC1	-30	-6	-2[16.7 µM]	2.6	-4	-5	-3
CCc1nn(C(C)C(=O)NC2CCCCCC2)c(=O)c2cc3occc3n12 (stereo not given)	0	4	12	1.8	-6	-3	-1
CCCN1CCc2[nH]c(=S)[nH]c(=O)c2C1	-3	0	.	-4.6	-1	-5	-6
COC(CNC(=O)Cc1c(C)nc2c(-c3ccccc3)c(C)nn2c1C)OC	5	0	.	-3.0	1	3	-6
Cc1noc(/C=C/N(C)C)c1S(=O)(=O)N1CCCC(C(=O)NCCC2=CCCCC2)C1 (stereo not given)	-7	0	.	0.4	3	-10	0
C[C@@H]1CCCCO[C@@H](CN(C)Cc2ccc(C(=O)Nc3ccccc3N)cc2)[C@@H](C)CN([C@H](C)CO)C(=O)c2cc(NC(=O)CCC(F)(F)F)ccc2O1	5	1	.	-3.1	-1	3	.
O=C(C[C@@H]1C[C@H]2c3cc(NC(=O)C4CCC4)ccc3O[C@H]2[C@@H](CO)O1)NCc1ccc(Cl)cc1	-2	2	4[16.7 µM]	0.7	0	1	0
CCC(=O)N1CCc2cc(Br)cc(S(=O)(=O)CCC(=O)N(CC)CC)c21	1	7	1	-1.3	.	.	11
CCOc1ccc(NC(=O)CN(C)C(=O)CCCOc2ccc(Br)cc2)cc1OCC	-3	2	.	-1.4	0	-4	2
Cc1cc(Cl)ccc1NS(=O)(=O)c1c(C)[nH]c(=O)[nH]c1=O	4	0	-1	-1.4	-2	10	-1
